# TAAR1 antagonist = human TAAR1 antagonists, primary screen, Fluo-8 calcium fluorescence, CHO RD-HGA16 cells; antagonist; inhibition, % at 3 µM; 1.5% of 360,000 active; AID 624466, 2012;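 active = inhibition above a per-plate cutoff, the mean inhibition of test compounds on that plate plus 3 SD, cut at about 49% in these data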;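 note: 0% = DMSO plus EC80 beta-PEA response and 100% = DMSO alone without agonist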
# Target sequence (Q96RJ0 whole entry, looked up): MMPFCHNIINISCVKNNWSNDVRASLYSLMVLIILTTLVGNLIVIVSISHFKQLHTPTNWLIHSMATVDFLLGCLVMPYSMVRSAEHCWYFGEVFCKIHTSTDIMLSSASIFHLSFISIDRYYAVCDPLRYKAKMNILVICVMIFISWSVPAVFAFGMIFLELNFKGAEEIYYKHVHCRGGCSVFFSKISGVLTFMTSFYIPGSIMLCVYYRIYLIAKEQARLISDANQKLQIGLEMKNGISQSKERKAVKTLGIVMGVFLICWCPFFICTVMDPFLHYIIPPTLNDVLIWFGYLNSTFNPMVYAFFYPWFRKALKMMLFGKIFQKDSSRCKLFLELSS
#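 Test system – hTAAR1-expressing CHO RD-HGA16 cells, Gα16-coupled · Reagent – β-PEA at EC80 concentration, post-compound challenge · Compound dosing – 3 µM, single point · Timing – 140 s kinetic read after compound, 140 s after agonist · Detection – Fluo-8 intracellular calcium dye fluorescence, real-time kinetic reads · Control set – DMSO and EC80 PEA controls · Repeats – n of 1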
# TAAR1 agonist = human TAAR1 agonists, primary screen, Fluo-8 calcium fluorescence, CHO RD-HGA16 cells; Trace amine-associated receptor 1 (Homo sapiens), Q96RJ0; vehicle wells 0%, saturating PEA agonist 100%; activation, % at 3 µM; 0.99% of 360,000 active; AID 624467, 2012;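 active = activation above the mean activation of all test compounds in the run plus 3 SD, cut at about 38% in these data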
#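 Assay system: CHO-derived RD-HGA16 cells with stable Gα16 and human TAAR1; timing: 17-24 h seeding, 75 min 37 °C dye, 30 min RT; read-out: % activation from peak over basal fluorescence ratio, DMSO-to-PEA scaled; measured by: kinetic Fluo-8 calcium fluorescence; benchmarks: low control DMSO, high control PEA (EC100); doses: 3 µM single concentration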
# Starred values were filed as active, the others as inactive. Some of the compounds tested; count on the stated rates, not on these rows.
Compound | TAAR1 antagonist | TAAR1 agonist
Cc1cnc(-c2nc3ccccc3n2C(C(=O)NC(C)(C)C)c2ccncc2)cn1 (configuration not stated) | -19 | 3
O=c1ccc(-c2nc3ccccc3n2C(CCc2ccccc2)c2nc3ccccc3[nH]2)c[nH]1 (configuration not stated) | -19 | 5
Cc1nc2ccc(C(=O)N3c4ccccc4N=C(c4ccc5c(c4)OCO5)C3C(=O)NCc3ccccc3)cc2[nH]1 (configuration not stated) | -10 | 1
COc1cccc(S(=O)(=O)N(C)C[C@@H]2Oc3ncc(Br)cc3C(=O)N([C@H](C)CO)C[C@@H]2C)c1 | 13 | 0
CCCc1cc2c(OC)ccc(O)c2c(=O)n1C | -11 | -2
Cc1cc2c(nc1C)CCCN2S(=O)(=O)c1cccs1 | -16 | 0
COC(=O)/C=C1\OCc2cccc(C)c21 | -1 | 0
CC(=O)C[C@H]1SC[C@@H](C(C)C)N1S(=O)(=O)c1ccc(C)cc1 | -17 | 1
COC(=O)[C@]1(Cc2ccccc2)NC=C(C(=O)c2ccccc2)[C@@H]1c1cccc(OC)c1 | -2 | 0
CCCCNc1ccc2c(c1)OC[C@@H](C)NS2(=O)=O | 7 | -1
Cc1ccc(OCc2nc3ccccc3n2C(C(=O)Nc2c(C)cccc2C)C2CC2)cc1 (configuration not stated) | -48 | -1
Cc1ccc2nc(-c3cccc(Cl)c3)c(Cc3ccccc3C(F)(F)F)n2c1 | -16 | 4
Cc1ccc(S(=O)(=O)N2[C@@H](CO)CO[C@H]2CC(=O)c2cccc3ccccc23)cc1 | -29 | 0
COc1cccc(C(C(=O)NCc2ccccc2)N2CCN(c3cccc(C)c3C)CC2)c1OC (configuration not stated) | 13 | -1
CCCCCCCCN1C(=O)[C@H](CC(=O)N2CCN(C(=O)c3ccco3)CC2)C[C@@]2(C(=O)OC)CC(C)(C)CC=C12 | -33 | -2
CC[C@H](NC(=O)[C@@H](Cc1ccccc1)NC(=O)[C@H]1O[C@@H](n2ccc(=O)[nH]c2=O)[C@H](O)[C@@H]1O)c1ccccc1 | 3 | 0
COC(=O)[C@]12C[C@H](CC(=O)N3CCCC3)C(=O)N(Cc3ccccc3)C1=C[C@H](C(C)(C)C)O[C@@H]2C | 0 | -1
O=C(C(=O)N1CCC(CNC(=O)c2cccnc2Cl)CC1)c1cc2ccccc2o1 | -29 | 2
Cc1ccc(S(=O)(=O)N[C@@H](C)CO)cc1 | -11 | 2
CCCCCCN(C(=O)CCCCCN1C(=O)NC(c2ccc(-c3ccccc3)cc2)C(C(=O)OCc2ccccc2)=C1C)C(C(=O)NCCCC)C1CCCCC1 (configuration not stated) | 3 | 4
Cc1ccc(S(=O)(=O)Nc2ccccc2O)cc1 | -17 | 4
CCCC(=O)OC[C@H]1CN([C@H](C)c2ccccc2)S(=O)(=O)c2c(F)cccc2O1 | 9 | -1
COC(=O)C1=C(C)N(Cc2ccc(C(F)(F)F)cc2)C(=NCC2CC2)NC1c1ccccc1 (configuration not stated) | 45 | 28
O=C(Nc1ccc(F)cc1)C(c1cccc(F)c1)N1CCN(c2ccncc2)CC1 (configuration not stated) | -10 | 3
O=C(C(=O)N1CCN(c2ccccc2)CC1)c1ccc2c(c1)OCO2 | -15 | 0
CCCCNC(=O)c1nc(-c2cccc(C(F)(F)F)c2)oc1-c1ccc(OC(F)(F)F)cc1 | -6 | 4
O=C(N[C@H](Cc1ccccc1)C(=O)N1CCN(C(=O)N2CCCCC2)CC1)[C@H]1O[C@@H](n2ccc(=O)[nH]c2=O)[C@H](O)[C@@H]1O | -7 | 2
O=C(C[C@H]1CC[C@H]2[C@@H](COC[C@@H](O)CN2C(=O)c2cnccn2)O1)NCc1ccc(Oc2ccccc2)cc1 | -10 | 0
CC(C)(C)OC(=O)N1CCC2CCN(S(C)(=O)=O)CC21 (configuration not stated) | 4 | 2
CCc1cc2c(nc1CC)CCCN2S(=O)(=O)c1ccc(F)cc1 | -10 | -1
C#CCNC(=O)C[C@H]1C[C@@]2(C(=O)OC)C(=C[C@H](C3CCCC3)O[C@@H]2C)N(Cc2ccccc2)C1=O | -1 | 2
COC(=O)c1cc(S(=O)(=O)NCC2CCN(C(=O)C(=O)c3cc4ccccc4o3)CC2)cs1 | -9 | 1
O=C(Nc1ccc2ccccc2c1)C(c1ccccc1)n1c(=O)c(-c2cc3ccccc3[nH]2)nc2ccccc21 (configuration not stated) | -7 | 0
COC(=O)c1sc(NC(=O)OCc2ccccc2)nc1CCNC(=O)OC(C)(C)C | -7 | 3
Cc1ccc2ccc(C(Nc3ccccc3)c3ccc(C(C)C)cc3)c(O)c2n1 (configuration not stated) | -8 | -1
C[C@H](O)[C@@H]1C(=O)N2CCc3c([nH]c4c(-c5ccccc5)cccc34)[C@@H]2C[C@@H]1N(C)C(=O)c1ccco1 | 47 | 15
Cc1ccc(S(=O)(=O)C[C@@H]2OC[C@H](CO)N2S(=O)(=O)c2ccc(C)cc2)cc1 | -27 | -1
Cc1nc(NC(=O)c2ccccc2)sc1-c1cc(C(=O)NCCO)nn1Cc1ccccc1 | -31 | 1
COCc1cc(N2CCN(C(=O)OC(C)(C)C)C[C@H]2C)ccc1N1CC[C@@H](O)C1 | 5 | 2
C=CCNc1ccc2c(c1)OC[C@H](CC(C)C)NS2(=O)=O | -5 | 2
Cc1cccc(C)c1OCc1nnc(SCC(=O)O)n1-c1c(C)cccc1C | -5 | 0
NC(=O)c1ncn2c(=O)n(CCCl)nnc12 | -10 | 6
C[C@H](O)[C@@H]1CN2CCc3ccc(-c4ccc5c(c4)OCO5)cc3[C@@H]2C[C@@H]1N(C)C(=O)C1CCCCC1 | -24 | -1
COC(=O)C[C@H]1CC[C@@H](NC(=O)Nc2ccc3c(c2)OCO3)[C@@H](CO)O1 | -6 | 1
COC(=O)[C@]12C[C@H](CC(=O)NCCCN3CCCC3=O)C(=O)N(CCC3=CCCCC3)C1=C[C@H](COCc1ccccc1)O[C@@H]2C | -31 | -1
Cc1ccc(C2NC(=O)c3[nH]nc(-c4ccccc4)c32)cc1 (configuration not stated) | -23 | 3
COC(=O)[C@H]1[C@@H](O)[C@@]2(O)c3c(OC)cc(OC)cc3O[C@@]2(c2ccc(OC)cc2)[C@@H]1c1ccc(F)cc1 | -24 | 3
Cc1cccc(C)c1NC(=O)C1C(c2ccc3c(c2)OCO3)=Nc2ccccc2N1C(=O)c1ccccc1 (configuration not stated) | -32 | 0
O=C(C(=O)N1CCN(c2ccccc2F)CC1)c1ccccc1 | -27 | 2
COC(=O)C[C@@H]1OC[C@H](CO)N1S(=O)(=O)c1ccc(C)cc1 | -2 | 3
COc1ccccc1C(=O)N1CCN(C(=O)[C@H](CCc2ccccc2)NC(=O)[C@H]2O[C@@H](n3cnc4c(N)ncnc43)[C@H](O)[C@@H]2O)CC1 | 7 | 0
CCCCc1c(-c2ccccc2OC)ncn1C(C)c1ccccc1 (configuration not stated) | 0 | 4
COC(=O)C1=C(C)N(Cc2cccc(C(F)(F)F)c2)C(=NCc2ccc3c(c2)OCO3)NC1CCc1ccccc1 (configuration not stated) | -12 | 13
COC(=O)C1=CN(c2ccc(OC)cc2)C(N)=C(C#N)C1c1cccc2ccccc12 (configuration not stated) | 7 | 6
CC(C)=CCN1C(=O)[C@]2(OCCC=C[C@H]2C)c2c(Br)cccc21 | -19 | -2
CCCCNC(=O)C[C@@H]1C[C@@]2(C(=O)OCC)CCCC=C2N(CCC2=CCCCC2)C1=O | -36 | -2

# New compounds follow
Compound | TAAR1 antagonist | TAAR1 agonist
COC(=O)[C@]12C[C@H](CC(=O)N3CCC(c4ccccc4)CC3)C(=O)N(Cc3ccccc3)C1=C[C@H](C(C)C)O[C@@H]2C1CC1 | -31 | 0
COC(=O)[C@]1(CC(C)C)NC=C(C(=O)c2ccccc2)[C@@H]1c1cccs1 | 6 | -1
Nc1sc(-c2ccccc2)cc1C(=O)N1CCN(c2ccccc2)CC1 | -28 | -1
Cc1cccc(C)c1NC(=O)C1(C)CSCC(=O)N1CCOc1ccccc1 (configuration not stated) | -39 | 0
CC(C)NC(=O)C1C(c2ccc(C(F)(F)F)cc2)=Nc2ccccc2N1C(=O)c1cccc2ccccc12 (configuration not stated) | -13 | -2
COc1ccc(C(C(=O)NC(C)(C)C)n2c(-c3ccc(C(F)(F)F)cc3)nc3ccccc32)cc1 (configuration not stated) | -54 | 0
Cc1ccc(-c2cc(NC(=O)Cc3c(C)[nH]c4ccccc34)ccc2Nc2cccnc2)cc1 | -7 | -1
Cc1csc(-c2nc3ccccc3n2C(C)c2nc3ccccc3[nH]2)c1 (configuration not stated) | -12 | 0
COC(=O)C1=C(C)N(C)C(=NCc2ccc3c(c2)OCO3)NC1c1ccc(Cl)cc1 (configuration not stated) | 8 | 5
COC(=O)C1=C(C)N(Cc2cccc(C(F)(F)F)c2)C(=NCc2ccc(C(F)(F)F)cc2)NC1c1ccc(C(F)(F)F)cc1 (configuration not stated) | 21 | 9
N#Cc1cccc(C(=O)C(=O)N2CCCN(Cc3ccc(F)cc3)CC2)c1 | 5 | 0
COc1ccc(C2CC(=O)C(c3ccc(C)cc3)=CN2Cc2ccccc2)cc1 (configuration not stated) | 22 | -1
O=[N+]([O-])c1ccc2c(c1)N([O-])C1(CCCCC1)[N+]2=O | -15 | 0
CCCCOCCCNC(=O)C[C@@H]1C[C@@]2(C(=O)OC)CCCCC=C2N(CCc2ccc(OC)c(OC)c2)C1=O | 14 | 5
COC(=O)C1=C(C)N(Cc2ccc(C(F)(F)F)cc2)C(=NCc2ccccc2)NC1c1ccc(C(F)(F)F)cc1 (configuration not stated) | 55* | 23
CC(C)C[C@H]1COc2cc(Br)ccc2S(=O)(=O)N1Cc1cccc(Cl)c1 | -30 | 0
CC(C)[C@@H](C)/C=C/[C@@H](C)[C@H]1CC[C@@H]2[C@]1(C)CCC1[C@]23C=C[C@]2(C[C@@H](O)CC[C@]12C)N(c1ccc([N+](=O)[O-])cn1)O3 (some centres not stated) | -12 | -1
COc1cc2c(cc1OC)[C@@]1(c3ccccc3)CCCC[C@H]1[C@@H]2NC(=O)C(F)(F)F | -18 | 1
O=C(Cc1c[nH]c2ccccc12)Nc1ccc(Nc2cccnc2)c(-c2cc(F)cc(F)c2)c1 | 89* | 18
Cc1ccc2nc(-c3ccco3)c(Cc3ccccc3C(F)(F)F)n2c1 | -27 | 3
COc1cccc(C(=O)N[C@H](C(=O)N2CCC[C@H]2C(=O)NC2CCCC2)C2CCCCC2)c1 | -23 | -1
COC(=O)C1=C(C)N(Cc2ccc(Cl)cc2)C(=S)NC1c1cccc(OC)c1 (configuration not stated) | 51* | 0
Cc1ccc(C(=O)NC(C#N)=C(Cl)Cl)cc1 | -13 | 0
Cc1ccc(S(=O)(=O)N2CC3C(=O)C[C@@H](c4ccccc4Cl)N(S(=O)(=O)c4ccc(C)cc4)C3CC2c2ccccc2)cc1 (some centres not stated) | 3 | 5

# 4 entries from above in another layout.
COc1cccc(C(=O)N[C@H](C(=O)N2CCC[C@H]2C(=O)NC2CCCC2)C2CCCCC2)c1
- TAAR1 antagonist = -23
- TAAR1 agonist = -1

COC(=O)C1=C(C)N(Cc2ccc(Cl)cc2)C(=S)NC1c1cccc(OC)c1 (configuration not stated)
- TAAR1 antagonist = 51*
- TAAR1 agonist = 0

Cc1ccc(C(=O)NC(C#N)=C(Cl)Cl)cc1
- TAAR1 antagonist = -13
- TAAR1 agonist = 0

Cc1ccc(S(=O)(=O)N2CC3C(=O)C[C@@H](c4ccccc4Cl)N(S(=O)(=O)c4ccc(C)cc4)C3CC2c2ccccc2)cc1 (some centres not stated)
- TAAR1 antagonist = 3
- TAAR1 agonist = 5

# Next records follow:
Compound | TAAR1 antagonist | TAAR1 agonist
COC(=O)[C@@]12C[C@@H](CC(=O)NCc3cccs3)C(=O)N(Cc3ccco3)C1=CCC(C)(C)C2 | -20 | 1
Cc1[nH]nc2c1C(c1cccc(C(F)(F)F)c1)N(Cc1ccccc1)C2=O (configuration not stated) | -33 | 3
COc1ccccc1NS(=O)(=O)c1cc(C(=O)NC2CCN(Cc3ccccc3)CC2)ccc1C | 2 | 6
CN(N=Cc1ccc2c(c1)OCO2)C(=O)c1ccccc1N | 3 | 0
O=C(NCC[C@H]1CC[C@@H](NC(=O)C2CCC2)[C@@H](CO)O1)c1cc(Cl)cc(Cl)c1 | -1 | 1
COC(=O)C[C@@H]1CC[C@H](NC(=O)c2ccccc2)[C@@H](CO)O1 | 1 | 1
CCOC(=O)C1=C[C@@H](C(C)(C)C)N(S(=O)(=O)c2ccc([N+](=O)[O-])cc2)[C@H]1c1ccccc1Cl | 2 | -1
C[C@H]1CN([C@@H](C)CO)C(=O)CCCn2nncc2CO[C@@H]1CN(C)S(=O)(=O)c1cccs1 | 2 | 1
CCCCNC(=O)C[C@@H]1C[C@@]2(C(=O)OC)CC(C)(C)CC=C2N(Cc2ccc3c(c2)OCO3)C1=O | -39 | 2
CC(C)(C)C(=O)c1c(N)[nH]c(C(=O)c2ccccc2)c1-c1ccc([N+](=O)[O-])cc1 | 4 | 0
c1cncc(Oc2ccc(NCCc3c[nH]c4ccccc34)cc2)c1 | 32 | 7
O=C1C=C(OCCCl)CC(c2cccc(Cl)c2)O1 (configuration not stated) | 1 | 2
COC(=O)Cn1cnc2c(NC(=O)c3ccccc3)ncnc21 | -14 | 1
